# Compound activity (PubChem BioAssay)
# RAD52 inh: RAD52 DNA annealing inhibitors, primary screen, biochemical, FRET, single point, set 2 | DNA repair protein RAD52 homolog (Homo sapiens), P43351 | recombinant RAD52 DNA annealing, FRET fluorescence | inhibition, % at 18.7 µM | hit rate 0.46% among 360,000;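 active = every replicate showing at least 50% inhibition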
# PglD DTNB: C. jejuni PglD acetyltransferase inhibitors, primary screen, biochemical, DTNB colorimetric, single point; inhibition, % at 12.5 µM; UDP-N-acetylbacillosamine N-acetyltransferase PglD (Campylobacter jejuni); hit rate 0.098% among 360,000; purified PglD enzyme, DTNB colorimetric CoA detection; AID 602405, 2012; in the data active = inhibition above about 16%, passing the limit was not always enough; note: strong numbers were not always called active
# RAD54 inh: inhibitors of human RAD54 branch migration, primary screen, biochemical, fluorescence, single point; AID 602329, 2012; inhibition, % at 10.4 µM; hit rate 0.14% among 360,000; DNA repair and recombination protein RAD54-like (Homo sapiens), Q92698; RAD54 Holliday junction branch migration, FAM/BHQ fluorescence;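 active = mean normalized replicate activity at least 40 and at least half of replicates scoring 40 or more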;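 note: 0% = median of neutral control wells and 100% = median of positive control wells; inhibitors cause a drop in the FAM fluorescence signal; in these data hits start at about 50%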
# Target sequence (Q92698 whole entry, looked up): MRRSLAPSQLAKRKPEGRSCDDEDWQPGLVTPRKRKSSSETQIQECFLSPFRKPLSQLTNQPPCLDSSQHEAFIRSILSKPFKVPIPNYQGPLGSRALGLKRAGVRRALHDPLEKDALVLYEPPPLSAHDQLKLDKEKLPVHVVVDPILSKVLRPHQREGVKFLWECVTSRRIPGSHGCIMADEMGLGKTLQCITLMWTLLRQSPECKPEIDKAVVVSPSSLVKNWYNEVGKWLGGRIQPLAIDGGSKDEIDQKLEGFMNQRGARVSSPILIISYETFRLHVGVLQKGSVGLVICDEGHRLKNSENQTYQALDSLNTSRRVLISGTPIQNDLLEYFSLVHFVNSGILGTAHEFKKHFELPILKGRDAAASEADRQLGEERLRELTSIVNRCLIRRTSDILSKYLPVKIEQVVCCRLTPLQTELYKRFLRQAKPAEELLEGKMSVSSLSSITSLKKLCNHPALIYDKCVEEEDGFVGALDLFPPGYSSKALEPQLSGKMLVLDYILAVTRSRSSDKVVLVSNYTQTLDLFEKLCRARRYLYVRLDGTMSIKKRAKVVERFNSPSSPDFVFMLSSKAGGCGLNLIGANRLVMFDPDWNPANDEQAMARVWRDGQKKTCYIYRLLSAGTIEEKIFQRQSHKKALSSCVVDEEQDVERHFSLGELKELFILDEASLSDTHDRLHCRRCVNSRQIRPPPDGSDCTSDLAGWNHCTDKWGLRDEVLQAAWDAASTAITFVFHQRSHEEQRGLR
# PGC1a acetyl inh: inhibitors of PGC1a acetylation signal, primary screen, cell-based, U2OS, AlphaScreen, inhibitor mode; AlphaScreen anti-acetyl-lysine; with virally co-expressed GCN5 acetyltransferase; inhibition, % at 15.6 µM; hit rate 0.17% among 350,000;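 active = every replicate shows inhibition of at least 40%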;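 note: 0% = neutral control wells and 100% = positive control wells; some results beyond the cut were filed as inactive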
# E-selectin induc: E-selectin induction in HUVECs, primary screen, imaging, HUVEC, immunofluorescence imaging, single point. P16581. normalized: neutral wells 0, TNF-alpha wells 100. activation, % at 7.58 µM. hit rate 0.37% among 260,000;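 active = mean E-selectin-positive cell signal at least 10% of the positive control, reached in at least 60% of replicates, without over 20% cell loss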;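 note: in these data hits start at about 27%; measured in HUVEC primary endothelial cells; signal is the percent of cells scored E-selectin positive by PE staining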
#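 System: HUVEC, human umbilical vein endothelial cells; quantity: 3,000 cells/well; buffer or medium: EGM-2 medium, gelatin-coated wells; dosing: single-point compound dose; detection: immunofluorescence imaging; evaluation: % PE-positive cells; benchmarks: TNF-alpha, DMSO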
# Cneo AK release: Cryptococcus neoformans cell lysis inducers, primary screen, AK release luminescence, single concentration. hit rate 0.2% among 360,000. C. neoformans lysis, adenylate kinase release luminescence, 4 h; normalised: neutral wells 0, clomiphene wells 100. lysis activity, % at 15 µM;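 active = mean lysis activity across replicates of at least 80%, whatever share of replicates individually reach that level; inactive = mean lysis activity below 80%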
#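 Material: C. neoformans cells; Schedule: 4 h static compound exposure, 37 °C, read 1 h post-reagent; Measured by: adenylate kinase release luminescence; Read-out: signal increase indicating cell lysis; Controls: Clomiphene as positive lysis control.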
# ERAP1 HTS inh: human ERAP1 aminopeptidase inhibitors, primary screen, biochemical, single point, plate reader; Endoplasmic reticulum aminopeptidase 1 (Homo sapiens), Q9NZ08; inhibition, % at 10.7 µM; hit rate 0.15% among 340,000; recombinant ERAP1, Leu-AMC fluorescence, 60 min;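 active = mean replicate inhibition of at least 30%, or all replicates individually reaching that 30% level; inactive = mean below 30% and not every replicate reaching it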;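 note: 0% = neutral control wells and 100% = L-leucinethiol positive control wells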
# miR122 inh: miR-122 Renilla sensor signal increase in Huh7, primary screen, miR-122 inhibitor project, cell-based, single point, plate reader; Huh7 miR-122 Renilla luciferase sensor, 48 h; neutral wells = 0, positive control = 100; activation (reporter increase), % at 12.5 µM; hit rate 0.3% among 340,000;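 active = mean replicate activation score at least 90 and every replicate individually at or above 90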;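 note: higher luciferase means less miR-122 activity so hits act as miR-122 inhibitors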
# Starred values were filed as active, the others as inactive; . = not tested or not shown; & = joins results of further samples; [ ] = dose if it differs, or a comment.
cpd	molecule	RAD52 inh	PglD DTNB	RAD54 inh	PGC1a acetyl inh	E-selectin induc	Cneo AK release	ERAP1 HTS inh	miR122 inh
1	CCCCNC(=O)OCC(CC)NC(=O)OC(C)C (configuration not stated)	.	1	-1	19	.	-1	.	-6
2	COC(=O)c1nc2nc(C)cc(=O)n2[nH]1	.	-10	-1	4	.	0	.	-5
3	C[C@@H]1CN([C@H](C)CO)C(=O)c2cc(NC(=O)Cc3ccccc3)ccc2O[C@@H](C)CCCCO[C@H]1CN(C)S(=O)(=O)c1cn(C)cn1	.	2	2	6	0.4	-22	.	2[16.7 µM]
4	CCC(=O)Nc1ccc2c(c1)C(=O)N(C)C[C@@H](OC)[C@@H](C)CN(C(=O)CC1CC1)[C@H](C)CO2	-5	-1	-16	1	0.1	-2	-1	1[16.7 µM]
5	O=[N+]([O-])c1cccc(/C=N/n2cnnc2)c1	-4	-3	-8	3	-0.1	-1	-2	5
6	Cc1ccc(/C=N/NC(=S)NC(C)C)o1	.	1	-3	10	.	-4	.	-2
7	CCOC(=O)C1(C)CCCN(C(=O)c2cc(OC)c(OC)c(OC)c2)C1 (configuration not stated)	-5	4	-4	0	.	-5	4	-1
8	CC1CN2C(c3ccc([N+](=O)[O-])cc3)=CSC2=N1 (configuration not stated)	-9	75*	6	8	.	0	2	-3
9	Cc1cc2ccccc2cc1CN1CCCCC1	-11	-3	-2	-2	.	5	2	-8
10	O=C(COc1ccccc1Cl)NCC(c1cccs1)N1CCOCC1 (configuration not stated)	-7	-4	1	.	.	2	0	.
11	COc1ccc(S(=O)(=O)Nc2ccccc2C(=O)NCc2ccco2)cc1Br	.	-3	-6	37	.	-7	.	6
12	COc1ccc(Cn2c(CCC(=O)N3CCN(c4ccccn4)CC3)nc3ncccc3c2=O)cc1	.	-2	3	19	.	-2	.	-8
13	O=c1[nH]c2ccccc2c(=O)n1Cc1ccco1	.	0	5	-14	.	6	.	1
14	O=C(C[C@@H]1C=C[C@H](NC(=O)c2cccc(F)c2)[C@@H](CO)O1)NCc1ccc(Oc2ccccc2)cc1	4	4	-6	3	-0.5	8	4	.
15	CC(C)CNc1cc(=O)n(C)c(=O)n1C	.	10	6	5	.	-2	.	11
16	NC(c1ccc(F)c(F)c1)c1nc(-c2cc(F)cc(F)c2)cs1 (configuration not stated)	-28	1	-2	-10	.	2	0	1
17	CCCNC(=O)N(C)C[C@H]1Oc2cc(-c3ccncc3)ccc2S(=O)(=O)N([C@@H](C)CO)C[C@H]1C	-9	-2	5	-2	-0.2	4	0	-14[16.7 µM]
18	Cc1nc2cc(-c3cccc(F)c3)nn2c(C)c1CCC(=O)NC(C)c1ccc2c(c1)OCCO2 (configuration not stated)	-11	-2	0	4	1.0	1	7	-4
19	O=C(NC(Cc1ccccc1)c1nc2ccccc2[nH]1)C1CC(=O)N(c2ccc3c(c2)OCCO3)C1 (configuration not stated)	.	-2	3	.	.	-1	.	-5
20	CN(CC(=O)Nc1ccc(S(N)(=O)=O)cc1)c1ccccc1	.	1	-4	19	.	0	.	9
21	CN1C(=O)c2cc(NC(=O)c3ccccc3)ccc2OC[C@@H]2O[C@H](CC(=O)NCC3CC3)CC[C@H]21	-1	-2	-4	4	0.0	2	-1	6[16.7 µM]
22	CCOC(=O)CN1N=C(c2ccc(Cl)cc2)CCC1=O	-8	5	-21	7	1.5	2	2	-5
23	O=C(CN1CCCC1)N1c2ccccc2C=Cc2ccccc21	-2	.	.	6	1.5	.	0	.
24	O=C(O)C1=C[C@@H](c2ccc(Br)cc2)C[C@@H](OCCCCO)O1	5	-2&4	-7&9	5&8	-0.1	22&0	0	0
25	CC=Cc1ccc2n(c1=O)C[C@H]1[C@H](CO)[C@@H](C(=O)N[C@@H](C)c3ccccc3)[C@@H]2N1CC (mixture of isomers)	-14	1	13	.	0.0	-3	-10	.
26	CC(C)C[C@H]1COCc2cn(nn2)CC[C@H](C)C(=O)N1	1	.	.	.	0.3	3	1	.
27	O=S(=O)(Nc1ccccc1N1CCCC1)c1ccccc1C(F)(F)F	7	-4	-7	.	.	0	-3	1
28	COc1ccc(NC(=O)/C(C#N)=C/c2ncc([N+](=O)[O-])n2C)c(OC)c1	0	-2	4	-3	0.0	0	-2	-6
29	COc1ccc(-n2cnc3cc(C(=O)N4CCOCC4)ccc32)cc1	-1	0	8	-5	.	4	0	-2
30	CC(CC(=O)O)n1nnc2ccccc21 (configuration not stated)	3	1	-2	-2	0.5	-1	4	-9
31	CS(=O)(=O)Nc1ccc(S(=O)(=O)Nc2nccs2)cc1	.	-4	-9	11	.	-10	.	-6
32	O=C1NC(=O)/C(=C/c2ccco2)N1	-19	0	-2	8	0.8	0	6	-2
33	CCN1C(=O)[C@H]2[C@@H](c3ccc(-c4ccc(C(C)=O)cc4)cc3)N[C@@](C)(C(=O)OC)[C@H]2C1=O	.	-4	-7	4	.	4	.	-1
34	Cc1ccc(Cc2cc(-c3ccc(C)cc3)n[nH]c2=O)cc1	-6	-3	7	-10	.	6	3	-4
35	COc1ccc(-c2ccc3n(c2=O)C[C@@H]2[C@@H](CO)[C@H](C(=O)NCC4CC4)[C@H]3N2S(C)(=O)=O)cc1	0	-2	-2	.	-0.1	6	-2	2[16.7 µM]
36	COc1cc(NC(=O)CN(C)S(=O)(=O)c2ccc3c(c2)CC(C)N3C(C)=O)cc(OC)c1OC (configuration not stated)	5	-3	2	-6	.	2	-2	2
37	O=C1CCCN1c1ccc([N+](=O)[O-])cc1	-8	-1	8	0	-0.2	-2	0	-9
38	Cc1cc(C)c(C)c(OCCOCCN2CCOCC2)c1	.	-7	-5	.	.	1	.	1
39	CO[C@H]1CN(C)C(=O)c2cc(NC(=O)c3ccc(Oc4ccccc4)cc3)ccc2OC[C@@H](C)NC[C@H]1C	41	-3	16	-49	0.1	-4	-2	.
40	CC1CC(C)CN(CC(=O)N2c3ccccc3CCc3ccccc32)C1 (configuration not stated)	.	3	-1	-15	.	0	.	7
41	C/C(CCc1ccccc1)=N\NC(=O)C(=O)Nc1cccc(Cl)c1	-4	3	-2	.	-2.7	1	.	-1
42	Cc1ccc2c(c1)C(C)(C)[C@]1(C)NC(=O)CCN21	.	-3	5	3	.	-6	.	5
43	COc1ccc(C(=O)NCCNc2nc3c(C)cccc3cc2C#N)cc1	-5	-4	0	9	-0.2	2	11	-2
44	CN(C)C(=O)CN1C(=O)c2cccc3cccc1c23	-5	7	-4	15	.	2	2	4
45	Cc1ccc(-n2nnnc2-c2ccccc2Br)cc1	-9	0	-4	5	.	0	0	4

# Entries of single compounds, quoted from the list. Screens in order: RAD52 inh, PglD DTNB, RAD54 inh, PGC1a acetyl inh, E-selectin induc, Cneo AK release, ERAP1 HTS inh, miR122 inh
# CC1CC(C)CN(CC(=O)N2c3ccccc3CCc3ccccc32)C1 (configuration not stated) is entered as ., 3, -1, -15, ., 0, ., 7
# CC(C)CNc1cc(=O)n(C)c(=O)n1C is entered as ., 10, 6, 5, ., -2, ., 11
# Cc1ccc2c(c1)C(C)(C)[C@]1(C)NC(=O)CCN21 is entered as ., -3, 5, 3, ., -6, ., 5
# Cc1cc(C)c(C)c(OCCOCCN2CCOCC2)c1 is entered as ., -7, -5, ., ., 1, ., 1
# CN(CC(=O)Nc1ccc(S(N)(=O)=O)cc1)c1ccccc1 is entered as ., 1, -4, 19, ., 0, ., 9

# Further entries
cpd	molecule	RAD52 inh	PglD DTNB	RAD54 inh	PGC1a acetyl inh	E-selectin induc	Cneo AK release	ERAP1 HTS inh	miR122 inh
46	O=C(Oc1ccc[nH]c1=O)C1CC1	-54	-6	7	1	.	-1	4	-3
47	CN(C)C(=O)C[C@@H]1CC[C@@H](NC(=O)C2CC2)[C@@H](CO)O1	-13	9	-1	1	2.1	4	0	.
48	O=C1c2cccnc2C(O)N1C1CCCCC1 (configuration not stated)	-6	6	-16	11	.	-4	-2	-1
49	COc1ccc2nc(C)cc(Nc3ccccc3O)c2c1	24	-5	9	3	3.4	-3	0	.
50	Cc1noc(C)c1NC(=O)Nc1ccc2c(c1)CC(=O)N([C@H](C)CO)C[C@H](C)[C@H](CN(C)S(C)(=O)=O)O2	.	3	-5	-2	-7.2	54	.	3[16.7 µM]
51	COc1ccc(-c2coc3c(C(=O)N4CCN(C)CC4)cccc23)c(C)c1	-13	7	-5	4	0.2	-1	3	-1
52	CCCCCCCCNC(=O)c1cccnc1SCC(=O)Nc1ccccc1OC	-7	-1	-4	5	.	1	-2	-1
53	C[C@H](CO)N1C[C@H](C)[C@@H](CN(C)S(C)(=O)=O)Oc2ccc(NC(=O)CCN3CCOCC3)cc2CC1=O	5	2	-5	-5	12	2	2	-4[16.7 µM]
54	COc1ccc(OC)c(N(CC(=O)Nc2ccc3c(c2)OCCO3)S(C)(=O)=O)c1	.	2	5	-13	.	1	.	3
55	CC12CN3CC(C)(CN(C1)C3c1ccccc1)C2O (configuration not stated)	-4	2	9	-3	.	0	19	-2
56	O=C(COC(=O)c1ccccc1O)NC12CC3CC(CC(C3)C1)C2	1	1	8	-10	2.0	-1	2	-4
57	CCOc1ccccc1C(=O)Nn1c(C2CCC2)nc2ccccc2c1=O	.	3	-11	-22	.	1	.	5
58	Cc1ccccc1C(=O)Nc1ccccc1	.	-3	-1	-8	.	-6	.	-4
59	CC1CCC(C(C)C)C(OC(=O)C[n+]2cc(-c3ccc(Cl)cc3)n3c2CCCCC3)C1 (configuration not stated)	35	.	.	-47	.	.	4	-1

# Part of the list above, with two lines to a compound:
# Every second line gives: RAD52 inh | PglD DTNB | RAD54 inh | PGC1a acetyl inh | E-selectin induc | Cneo AK release | ERAP1 HTS inh | miR122 inh
55: CC12CN3CC(C)(CN(C1)C3c1ccccc1)C2O (configuration not stated)
    -4 | 2 | 9 | -3 | . | 0 | 19 | -2
56: O=C(COC(=O)c1ccccc1O)NC12CC3CC(CC(C3)C1)C2
    1 | 1 | 8 | -10 | 2.0 | -1 | 2 | -4
57: CCOc1ccccc1C(=O)Nn1c(C2CCC2)nc2ccccc2c1=O
    . | 3 | -11 | -22 | . | 1 | . | 5

# Outcome played no part in choosing rows, and some 1.4% of all compounds hit somewhere here.
